GSIS activator: GLuc luminescence reporter in INS-1E cells, primary screen for activators of glucose-dependent secretion of insulin. INS-1E GLuc reporter insulin secretion, 2-3 h. activation, % at 16.6 µM. 370,000 compounds, 0.61% hits;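 active = lowest replicate activation of at least 40%, so every replicate reaches that level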;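 note: 0% = median of neutral control wells and 100% = median of IBMX positive control wells; some compounds called inactive have numbers as strong as hits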
PAX8 reporter: inhibitors of PAX8 transcriptional activity in RMG-I cells | RMG-I TPO-luciferase reporter, SteadyGlo, 24 h | inhibition, % at 12.6 µM | 360,000 compounds, 1.2% hits | AID 652154;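 active = mean replicate inhibition at least 60% with every replicate also reaching 60%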;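 note: luciferase light reporting Pax8 driven TPO promoter activity; plate controls were median of neutral control wells for no effect and mitoxantrone controls for full effect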
EWS-Fli block: inhibitors of EWS/Fli oncoprotein transcriptional activity; 350,000 compounds, 0.67% hits; inhibition, % at 12.6 µM; AID 651661; A673 NR0B1-luciferase reporter, viability-normalised;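 active = mean inhibition of at least 50% after viability correction, with every replicate also passing that limit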;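 note: firefly luciferase signal divided by Alamar Blue viability fluorescence both relative to DMSO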
miR-122 sensor: blocks miR-122 activity in Huh7 sensor cells; Huh7 miR-122 Renilla luciferase sensor, 48 h; neutral wells = 0, positive control = 100; activation (reporter increase), % at 12.5 µM; 340,000 compounds, 0.3% hits;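 active = mean replicate activation score at least 90 and every replicate individually at or above 90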;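 note: higher luciferase means less miR-122 activity so hits act as miR-122 inhibitors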
DENV2 CPE rescue: DENV2-induced cell death inhibition; DENV2-infected cells, cytopathic effect rescue, plate reader; CPE inhibition, % at 9.99 µM; 350,000 compounds, 1.7% hits; AID 651640; in the data active = CPE inhibition above about 20%, passing the limit was not always enough; tested in BHK-21 cells;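 note: 0% = median of neutral control wells and 100% = median of positive control wells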
FN deposit inh: fibronectin deposition inhibition; AH1F fibroblasts, Alexa488-fibronectin deposition fluorescence, overnight; inhibition, % at 12.6 µM; 350,000 compounds, 0.086% hits; AID 743247;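 active = mean inhibition across replicates of 30% or more, regardless of how many single replicates reach that level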;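 note: positive control wells lacked labelled fibronectin entirely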
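Schedule: 1 h cell adhesion before compound, then overnight fibronectin incubation; test system: AH1F fibroblast monolayer depositing Alexa488-labelled fibronectin into matrix; quantity: 10000 AH1F cells per well; probe or stimulus: fluorescent fibronectin at 24 nM final; signal: fluorescence, ex 485 nm, em 525 nm; evaluation: percent inhibition as loss of matrix-bound fibronectin fluorescence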
CFTR F508del cor: correctors of CFTR F508del function in bronchial epithelial cells | CFBE cells, YFP halide quenching; stimulated with forskolin plus potentiator P3; % fluorescence drop versus neutral controls | activity (quench increase), % at 7.58 µM | 350,000 compounds, 0.36% hits | AID 720511;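 active = mean added fluorescence quench of at least 8% versus neutral control, with both replicates also reaching 8%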;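 note: cells transiently co-express mutant CFTR-F508del with the halide-sensitive YFP; corrector assay measuring rescue of mutant channel to the surface after 24 h compound exposure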
An asterisk follows results filed as active; . = no result given; [ ] = another dose, or the depositor's remark.

SMILES	GSIS activator	PAX8 reporter	EWS-Fli block	miR-122 sensor	DENV2 CPE rescue	FN deposit inh	CFTR F508del cor
CCCCC1(C)OC(=O)C(=Cc2ccc(SC)cc2)C(=O)O1 (stereo not given)	-1.7	4.2	12.5	.	-3.8	5.1	0.9
COc1ccc(N(C(=O)c2snc(C(N)=O)c2N)C(C(=O)NCc2ccc(F)cc2)c2ccc(O)cc2)cc1 (stereo not given)	-9.0	10.7	14.7	-5.1	-8.5	7.6	-0.2
Cc1ccc(Cn2nnc3c(=O)[nH]c(C4CCN(S(=O)(=O)c5ccc(S(=O)(=O)NC6CC6)cc5)CC4)nc32)cc1	-6.7	11.7	1.0	-7.7	-2.7	-1.2	3.0
COc1ccc(CCNC(=O)c2cc(S(=O)(=O)N3CCOCC3)ccc2F)cc1	30.3	-4.4	8.7	-5.5	14.5	-6.2	-3.7
CNC[C@H]1Oc2cc(C#CC(C)C)ccc2S(=O)(=O)N([C@@H](C)CO)C[C@@H]1C	-16.3	-10.1	6.2	8.8[16.7 µM]	12.2	.	1.3
Cc1ccc(S(=O)(=O)Nc2ccc3c(c2)C(=O)N([C@@H](C)CO)C[C@H](C)[C@H](CN(C)C(=O)Nc2cccc4ccccc24)O3)cc1	-6.1	18.9	-19.1	-8.0[16.7 µM]	1.9	.	0.1
COC(=O)[C@]12C[C@H](CC(=O)NCC34CC5CC(CC(C5)C3)C4)C(=O)N(Cc3ccccc3)C1=C[C@H](C(C)(C)C)O[C@@H]2C	.	7.3	10.0	.	-8.1	0.9	0.1
Cc1ccc(S(=O)(=O)Cc2ccc(C(=O)N3CCc4ccccc4C3)o2)cc1	-15.9	10.3	1.5	-2.3	1.9	3.2	1.2
CCN(CC)c1nc(N2CCOCC2)nc2ccccc12	19.5	-1.0	11.3	2.3	5.8	-1.4	0.9
Cc1ccc(NNC(=O)c2c(F)cccc2Cl)cc1C	7.2	-2.4	-13.1	.	2.3	1.4	-2.3
CCCN1[C@@H]2c3ccc(-c4cccnc4)c(=O)n3C[C@@H]2[C@@H](CO)[C@@H]1C(=O)OC	9.7	.	-1.3	.	-3.8	.	-0.6
CC(=NNC(=O)CSCC(=O)NN=C(C)c1ccccc1)c1ccccc1	-9.1	-24.1	-3.3	-8.3	7.9	-10.8	2.0
Cc1cnc(C(=O)OCC(=O)Nc2cccc(S(=O)(=O)N3CCOCC3)c2)cn1	.	-24.5	0.7	-9.2	4.5	.	-0.6
CCCc1cc(=O)[nH]c(SCc2ccc(C#N)cc2)n1	38.6	.	.	3.3	.	-12.5	.
Cc1ccc(S(=O)(=O)N(C)C[C@H]2OCc3ccccc3-c3c(n(C)c4ccccc34)C(=O)N([C@@H](C)CO)C[C@@H]2C)cc1	12.8	.	17.3	.	-5.4	5.2	-10.9
c1ccc(CCNC2=NCCS2)cc1	14.9	7.0	-3.4	.	-0.4	8.2	-1.0
CCOC(=O)N1CCC(NC(=O)c2ccc(CS(=O)(=O)c3ccccc3C)o2)CC1	-9.2	-1.3	5.1	.	-4.2	1.4	4.6
CC(C)Nc1ncnc2c1ncn2[C@H]1CN(Cc2ccc(F)cc2)C[C@@H](CO)O1	18.2	4.4	5.1	-5.9	18.5	-31.6	0.0
CCOc1ccccc1NC(=O)CSc1nc(=O)n(CCCN2CCOCC2)c2c1CCCC2	-10.2	20.2	-1.3	.	-2.1	5.2	-1.0
COC(=O)c1[nH]c2ccc(Br)cc2c1NC(=O)CN1CCN(C2CCCCC2)CC1	.	-10.0	.	-13.4	.	-2.4	.
C[C@H]1CN([C@@H](C)CO)C(=O)c2cc(NC(=O)Nc3ccccc3)ccc2O[C@H]1CN(C)S(=O)(=O)c1cccs1	-12.0	17.4	26.5	3.7[16.7 µM]	4.7	.	1.5
COc1ccc(S(=O)(=O)N(C)C[C@H]2OCCCC[C@H](C)Oc3ccc(NS(=O)(=O)c4cccs4)cc3C(=O)N([C@H](C)CO)C[C@H]2C)cc1	16.1	-6.3	16.6	0.3[16.7 µM]	63.1*	.	-0.5
COc1ccccc1OCCNC(=O)CCS(=O)(=O)c1ccccc1	-7.2	19.0	-1.4	.	-2.3	-3.1	-0.6
OCc1cccc(-c2csc(C(O)c3ccco3)n2)c1 (stereo not given)	-7.0	-6.2	-0.1	8.8	4.8	.	3.5
O=C(Oc1ccccc1N1CCOCC1)c1sccc1Br	7.6	8.8	-10.2	-1.4	-3.5	-4.3	0.0

Following part:
SMILES	GSIS activator	PAX8 reporter	EWS-Fli block	miR-122 sensor	DENV2 CPE rescue	FN deposit inh	CFTR F508del cor
CC1CN(C(=O)Cc2ccc(-c3ccccc3)cc2)CC(C)O1 (stereo not given)	.	.	-1.2	-3.8	-1.3	.	-3.6
CCc1ccc(N2CC(C(=O)NCC(C)(C)N3CCOCC3)CC2=O)cc1 (stereo not given)	.	-15.8	3.0	3.8	-11.2	4.6	3.2
O=C(COC(=O)c1cc(=O)[nH]c2ccccc12)Nc1ccccc1F	7.5	-2.2	-7.7	-4.3	-1.7	1.7	2.5
Cc1ccc(C(=O)N(CC#N)CC#N)cc1C	22.4	1.4	-0.6	2.5	-1.5	-4.1	1.0
COC(=O)C1=C(NC(=O)COc2ccc3ccccc3c2)CCS1	44.1	1.6	.	-10.6	.	-4.6	.
N#Cc1ccc(OCc2cccc(S(=O)(=O)N3CCOCC3)c2)cc1	11.8	8.4	5.4	2.8	-9.3	2.1	-1.5
CCC(=O)N1c2ccc(S(=O)(=O)CCC(=O)Nc3ccc(OC)cc3OC)cc2CC1C (stereo not given)	-4.0	2.9	.	.	-5.4	6.9	-1.4
CC=Cc1ccc2n(c1=O)C[C@H]1N[C@@H]2[C@@H](C(=O)NCc2ccc3c(c2)OCO3)[C@@H]1CO (mixture of isomers)	1.9	-1.7	0.7	.	2.6	.	.
O=C(O)c1cccc(S(=O)(=O)Nc2ccccc2Oc2ccccc2)c1	.	6.4	1.2	-6.7	-6.0	-2.2	4.5
COc1ccc(/C=C2\SC(=S)N(CCCC(=O)N3CCCCC3CCO)C2=O)cc1 (stereo not given)	-39.3	74.6*	.	5.6	8.2	1.6	-1.4
Fc1ccccc1SCc1nnc(-c2ccccc2Br)o1	3.9	-68.3	22.4	2.5	13.5	-0.1	-3.8
C[C@H](CO)N1C[C@H](C)[C@H](CN(C)Cc2ccc(Oc3ccccc3)cc2)Oc2ccc(NS(=O)(=O)c3cccs3)cc2C1=O	-11.3	.	15.5	-2.0[16.7 µM]	11.4	.	-1.0
COc1ccc(NC(=O)C(=O)NCCN2CCN(C(=O)c3cccc(Br)c3)CC2)cc1	10.0	8.4	-2.7	-4.6	-1.9	15.0	-0.8
Cc1ccccc1Cn1nnc(-c2cccc(C(=O)O)c2)n1	-7.2	.	.	-1.1	.	5.9	.
Cc1cn[nH]c1	.	33.4	0.5	-4.0	10.0	-3.8	-0.9
CCN=C1SC(C(=O)Nc2cccc(OCC)c2)CC(=O)N1CC (stereo not given)	0.3	.	.	-4.3	.	1.8	.
O=c1[nH]c(SCc2nc3ccccc3c(=O)n2-c2ccccc2)nc2ccccc12	31.1	9.4	.	.	.	-5.5	.
CCN1CCCC1CNC(=O)Cn1nc(C)n2c(cc3cc(C)ccc32)c1=O (stereo not given)	6.6	-5.3	.	1.8	2.6	6.0	-0.8
Cc1cccc(C)c1-n1nnnc1C1(C)CCC(=O)N1CC(F)(F)F (stereo not given)	1.8	-9.2	-8.7	.	-6.5	3.0	1.4
CCCc1cc(C(=O)NC2CCCN(Cc3ccccc3F)C2)no1 (stereo not given)	-1.6	6.8	8.6	-1.2	-2.1	2.5	1.1
CCC(=O)NCc1cc(-c2nn(C)c(=O)c3ccccc23)ccc1OC	3.3	10.8	10.7	13.0	6.7	-2.3	1.0
COc1ccc(-c2cc(C(F)(F)F)nc(SCC(=O)NCc3cccs3)n2)cc1OC	21.9	4.0	.	.	.	3.8	.
CCCCCC(=O)N1C[C@@H](n2cc(-c3ccc(F)cc3)nn2)[C@H](O)C[C@@H]1c1ccccc1	-2.4	10.5	10.4	-8.4	0.3	-2.5	2.0
O=C(C[C@H]1CC[C@H](NC(=O)Nc2cc(F)ccc2F)[C@@H](CO)O1)Nc1ccccc1	-10.4	.	-0.1	.	.	.	-2.3
CCCCNC(=O)CCN1N=C(c2ccccc2)CCC1=O	25.3	2.9	-6.8	-3.2	-4.0	7.4	0.8

Ten compounds out of the list, arranged by SMILES length, low to high.
SMILES	GSIS activator	PAX8 reporter	EWS-Fli block	miR-122 sensor	DENV2 CPE rescue	FN deposit inh	CFTR F508del cor
Cc1ccc(C(=O)N(CC#N)CC#N)cc1C	22.4	1.4	-0.6	2.5	-1.5	-4.1	1.0
Fc1ccccc1SCc1nnc(-c2ccccc2Br)o1	3.9	-68.3	22.4	2.5	13.5	-0.1	-3.8
CCCc1cc(C(=O)NC2CCCN(Cc3ccccc3F)C2)no1 (stereo not given)	-1.6	6.8	8.6	-1.2	-2.1	2.5	1.1
CCN=C1SC(C(=O)Nc2cccc(OCC)c2)CC(=O)N1CC (stereo not given)	0.3	.	.	-4.3	.	1.8	.
N#Cc1ccc(OCc2cccc(S(=O)(=O)N3CCOCC3)c2)cc1	11.8	8.4	5.4	2.8	-9.3	2.1	-1.5
CCC(=O)NCc1cc(-c2nn(C)c(=O)c3ccccc23)ccc1OC	3.3	10.8	10.7	13.0	6.7	-2.3	1.0
O=c1[nH]c(SCc2nc3ccccc3c(=O)n2-c2ccccc2)nc2ccccc12	31.1	9.4	.	.	.	-5.5	.
CCCCCC(=O)N1C[C@@H](n2cc(-c3ccc(F)cc3)nn2)[C@H](O)C[C@@H]1c1ccccc1	-2.4	10.5	10.4	-8.4	0.3	-2.5	2.0
CC=Cc1ccc2n(c1=O)C[C@H]1N[C@@H]2[C@@H](C(=O)NCc2ccc3c(c2)OCO3)[C@@H]1CO (mixture of isomers)	1.9	-1.7	0.7	.	2.6	.	.
C[C@H](CO)N1C[C@H](C)[C@H](CN(C)Cc2ccc(Oc3ccccc3)cc2)Oc2ccc(NS(=O)(=O)c3cccs3)cc2C1=O	-11.3	.	15.5	-2.0[16.7 µM]	11.4	.	-1.0

Next section
SMILES	GSIS activator	PAX8 reporter	EWS-Fli block	miR-122 sensor	DENV2 CPE rescue	FN deposit inh	CFTR F508del cor
CC(C)=CCC[C@](C)(O[C@@H]1O[C@H](CO[C@@H]2OC[C@H](O[C@@H]3OC[C@@H](O)[C@H](O)[C@H]3O)[C@H](O)[C@H]2O)[C@@H](O)[C@H](O)[C@H]1O)C1CC[C@]2(C)C1[C@H](O)CC1[C@@]3(C)CC[C@H](O)C(C)(C)C3[C@@H](O)C[C@]12C (stereo not given in full)	1.2	-1.9	-7.0	.	-1.1	0.1	0.3
COCC(=O)Nc1ccc2c(c1)OC[C@@H](C)N(CCc1ccccc1)C[C@@H](C)[C@@H](OC)CN(C)C2=O	-6.6	-11.0	-7.7	17.3[16.7 µM]	8.4	-1.3	-0.4
c1ccc(-c2cc(N3CCCCC3)c3ccccc3n2)cc1	5.5	1.4	13.0	.	3.5	.	0.5
O=C(c1ccccc1)N1CC2(C1)[C@H](c1ccccc1)[C@H](CO)N2Cc1ccccn1	7.5	.	-3.2	.	-2.0	-8.3	0.2
COC(=O)C[C@H]1C[C@H]2c3cc(N(C)C)ccc3O[C@H]2[C@H](CO)O1	0.8	-11.1	-2.6	-2.6[16.7 µM]	-4.7	-1.6	1.3
COC(=O)C(Cc1cnc(Cl)s1)(C(=O)OC)c1ccccc1[N+](=O)[O-]	.	21.8	.	-4.5	.	-5.7	.
